PglD inh: inhibitors of Campylobacter jejuni PglD acetyltransferase. purified PglD enzyme, DTNB colorimetric CoA detection. inhibition, % at 12.5 µM. 360,000 tested, 0.098% active; in the data active means inhibition above about 16%, passing the limit was not always enough; inconclusive means no clear call, values can overlap the other calls; further: strong numbers were not always called active
FN deposition inh: fibronectin deposition inhibition; 350,000 tested, 0.086% active; inhibition, % at 12.6 µM; AH1F fibroblasts, Alexa488-fibronectin deposition fluorescence, overnight;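 active means mean inhibition across replicates of 30% or more, regardless of how many single replicates reach that level; inconclusive means mean under 30% yet at least half of replicates reach 30%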;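 further: positive control wells lacked labelled fibronectin entirely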
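Material – AH1F fibroblast monolayer, labelled fibronectin deposition · Reagent – labelled fibronectin 24 nM · Timing – 1 h adhesion, overnight exposure · Measured by – fluorescence at 485 nm excitation, 525 nm emission · Read-out – inhibition of fibronectin deposition signal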
PAX8 reporter: lowers PAX8-driven luciferase in RMG-I cells. RMG-I TPO-luciferase reporter, SteadyGlo, 24 h. inhibition, % at 12.6 µM. 360,000 tested, 1.2% active;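 active means mean replicate inhibition at least 60% with every replicate also reaching 60%; inconclusive means only one of the two criteria is met; inactive means mean below 60% and not all replicates reaching 60%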;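 further: luciferase light reporting Pax8 driven TPO promoter activity; plate controls were median of neutral control wells for no effect and mitoxantrone controls for full effect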
LGR2 antag: blocks bursicon-induced cAMP signaling via Drosophila LGR2. AID 720647. 380,000 tested, 0.35% active. inhibition, % at 9.99 µM. HEK293 LGR2, CRE-luciferase, bursicon-stimulated, 4 h;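 active means drop in luminescence signal, shown as inhibition above about 50% in the replicate tests, limit read from the data, passing the limit was not always enough; inconclusive means probably only some replicates passing the limit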;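 further: agonist challenge used bursicon conditioned medium at about half maximal strength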
PGC1a acetyl inh: modulators of PGC1a acetylation. U2OS PGC1a acetylation, AlphaScreen anti-acetyl-lysine; with virally co-expressed GCN5 acetyltransferase. inhibition, % at 15.6 µM. 350,000 tested, 0.17% active. AID 651687;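 active means every replicate shows inhibition of at least 40%; inconclusive means mean inhibition at least 40% but some replicate below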;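 further: 0% = neutral control wells and 100% = positive control wells; some results beyond the cut were filed as inactive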
S100A4 MyoIIA: blocks human S100A4 binding to myosin IIA peptide; 360,000 tested, 0.14% active; inhibition, % at 10.7 µM; S100A4/TAMRA-MyoIIA peptide fluorescence polarization; AID 652163;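 active means mean inhibition of at least 70% across replicates, with every replicate also reaching that level; inconclusive means mean inhibition reaches 70% but some replicates fall short; inactive means mean inhibition below 70%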
Target sequence (P26447 whole entry, looked up): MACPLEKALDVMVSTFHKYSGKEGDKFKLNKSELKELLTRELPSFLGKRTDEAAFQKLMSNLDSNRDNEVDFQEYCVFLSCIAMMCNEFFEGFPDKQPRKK
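Test system – S100A4 monomer (human) · Compound – single-point compound testing · Schedule – 5 min incubation before reading · Probe or stimulus – TAMRA-labelled myosin IIA heavy-chain peptide probe, 5 nM · Benchmarks – neutral control DMSO, positive control TFP · Medium – Calcium-containing HEPES buffer, pH 7.2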
ERAP1 HTS inh: ERAP1 (human) enzyme inhibition. Q9NZ08. recombinant ERAP1, Leu-AMC fluorescence, 60 min. inhibition, % at 10.7 µM. 340,000 tested, 0.15% active. AID 652197;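 active means mean replicate inhibition of at least 30%, or all replicates individually reaching that 30% level; inactive means mean below 30% and not every replicate reaching it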;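 further: 0% = neutral control wells and 100% = L-leucinethiol positive control wells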
Target sequence (Q9NZ08 whole entry, looked up): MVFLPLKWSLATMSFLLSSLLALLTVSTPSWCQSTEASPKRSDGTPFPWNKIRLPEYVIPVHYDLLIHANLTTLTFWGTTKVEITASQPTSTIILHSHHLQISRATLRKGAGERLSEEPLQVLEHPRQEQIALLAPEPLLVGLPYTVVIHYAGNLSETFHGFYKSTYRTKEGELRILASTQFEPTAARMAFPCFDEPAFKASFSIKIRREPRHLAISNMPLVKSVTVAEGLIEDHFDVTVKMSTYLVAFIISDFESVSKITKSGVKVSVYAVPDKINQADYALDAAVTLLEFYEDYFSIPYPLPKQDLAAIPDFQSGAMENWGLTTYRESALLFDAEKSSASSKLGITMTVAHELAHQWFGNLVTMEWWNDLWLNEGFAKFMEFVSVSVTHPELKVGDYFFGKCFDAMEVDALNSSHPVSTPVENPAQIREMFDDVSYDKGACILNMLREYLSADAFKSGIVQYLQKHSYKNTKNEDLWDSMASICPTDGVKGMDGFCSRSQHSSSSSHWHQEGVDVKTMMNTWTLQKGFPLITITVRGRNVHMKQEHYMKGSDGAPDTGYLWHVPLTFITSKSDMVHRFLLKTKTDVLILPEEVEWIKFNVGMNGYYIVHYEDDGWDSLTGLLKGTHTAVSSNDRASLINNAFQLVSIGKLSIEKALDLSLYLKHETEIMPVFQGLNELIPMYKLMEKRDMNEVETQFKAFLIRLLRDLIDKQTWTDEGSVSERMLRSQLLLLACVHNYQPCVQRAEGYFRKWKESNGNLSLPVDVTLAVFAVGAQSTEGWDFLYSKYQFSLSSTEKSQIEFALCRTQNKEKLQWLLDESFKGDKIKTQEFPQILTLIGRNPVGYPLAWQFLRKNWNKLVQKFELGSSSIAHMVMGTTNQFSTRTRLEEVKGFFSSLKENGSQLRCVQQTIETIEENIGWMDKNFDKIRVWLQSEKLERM
EWS-Fli inh: blocks EWS/Fli oncoprotein-driven transcription; A673 NR0B1-luciferase reporter, viability-normalised; inhibition, % at 12.6 µM; 350,000 tested, 0.67% active; AID 651661;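 active means mean inhibition of at least 50% after viability correction, with every replicate also passing that limit; inconclusive means mean reaches 50% but only one of two replicates passes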;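 further: firefly luciferase signal divided by Alamar Blue viability fluorescence both relative to DMSO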
The depositor's hits bear a star; & = joins results of further samples. An excerpt; the hit share may differ from the screen's.

`COC(=O)C1=C(c2cccc(OCc3ccccc3)c2)C[C@@H]2CC[C@H]1N2C(=O)NCc1ccc2[nH]ccc2c1` gave PglD inh 0, FN deposition inh 2, PAX8 reporter 30, LGR2 antag 8, PGC1a acetyl inh -7, S100A4 MyoIIA 4, ERAP1 HTS inh 0 and EWS-Fli inh 9.
For CC(=Nc1ccc2c(c1)CCC2)c1c(O)n(C2CCCCC2)c(=O)[nH]c1=O the results were PglD inh 7, FN deposition inh 3, PAX8 reporter -1 and PGC1a acetyl inh 4.
O=C(N/N=C/c1c(O)n(C2CCCCC2)c(=S)[nH]c1=O)c1ccccc1O was read as PglD inh -15, FN deposition inh -3, PAX8 reporter -6, LGR2 antag 8, PGC1a acetyl inh 4, S100A4 MyoIIA 30, ERAP1 HTS inh 2 and EWS-Fli inh -10.
For Oc1ccc(/C=N/NP(=S)(c2ccccc2)c2ccccc2)cc1O the results were PglD inh -1, LGR2 antag -14, PGC1a acetyl inh -10, S100A4 MyoIIA -3 and ERAP1 HTS inh -3.
For Cc1ccc(-n2c(O)c(C=N)c(=O)n(-c3ccc(C)cc3)c2=O)cc1 the results were PglD inh 4, FN deposition inh 1, PAX8 reporter -3, LGR2 antag -7, S100A4 MyoIIA 0, ERAP1 HTS inh 0 and EWS-Fli inh 9.
For O=c1nc(/C=C/c2ccc(Cl)cc2Cl)cc(C(F)(F)F)[nH]1 the results were PglD inh -5, FN deposition inh 1, PAX8 reporter -21, LGR2 antag 1, PGC1a acetyl inh -1, S100A4 MyoIIA -1, ERAP1 HTS inh 2 and EWS-Fli inh 8.
COc1ccc(N2C(=O)/C(=C/c3ccc(OC)c(OC)c3)C(=O)NC2=S)cc1 was read as PglD inh 4, FN deposition inh -9, PAX8 reporter 10, S100A4 MyoIIA -18, ERAP1 HTS inh 5 and EWS-Fli inh -3.
Screening CCN1C(=O)C(=Cc2ccc(C)s2)C(=O)N(CC)C1=S returned FN deposition inh -4, PAX8 reporter -92, LGR2 antag -59, S100A4 MyoIIA -80, ERAP1 HTS inh 6 and EWS-Fli inh -26.
For COc1cc(OC)cc(C2(C#N)CCN(C)CC2)c1 the results were PglD inh 2, FN deposition inh -6, PAX8 reporter 0, LGR2 antag -13, PGC1a acetyl inh 5, S100A4 MyoIIA -4, ERAP1 HTS inh -1 and EWS-Fli inh 0.
`COc1ccc(N=Cc2c(O)n(C)c(=O)[nH]c2=O)cc1` gave PglD inh -2, FN deposition inh 0, PAX8 reporter -20, LGR2 antag 10, PGC1a acetyl inh 2, S100A4 MyoIIA -1, ERAP1 HTS inh 1 and EWS-Fli inh -16.
Screening COC(=O)C1=C(c2ccc(S(C)(=O)=O)cc2)C[C@@H]2CC[C@H]1N2C(=O)N1CCOCC1 returned PglD inh 1, FN deposition inh 18, PAX8 reporter -10, LGR2 antag -12, PGC1a acetyl inh 3, S100A4 MyoIIA 3, ERAP1 HTS inh -1 and EWS-Fli inh -4.
For O=P(N1CC1)(N1CC1)N1CCc2ccccc21 the results were PglD inh 0, FN deposition inh 2, PAX8 reporter 11, LGR2 antag -27, PGC1a acetyl inh 16, S100A4 MyoIIA -6, ERAP1 HTS inh 1 and EWS-Fli inh 8.
`CCN(N=Nc1nonc1OC)c1nonc1OC` gave PglD inh 9, FN deposition inh 2, PAX8 reporter 10 and PGC1a acetyl inh -4.
For Cn1c(=O)cc(SCC(=O)N2CCC3(CC2)OCCO3)c2ccccc21 the results were PglD inh -1, FN deposition inh -3, PAX8 reporter -3 and PGC1a acetyl inh -16.
c1cnc2c(c1)ccc1ncccc12 was read as PglD inh 0, FN deposition inh -6, PAX8 reporter 20, LGR2 antag -1, S100A4 MyoIIA -8&-9, ERAP1 HTS inh -4 and EWS-Fli inh -2.
`COc1ccc(Cl)cc1C(=O)C1CCCN(CCO)C1` (stereo not given) gave FN deposition inh -18, PAX8 reporter 23, LGR2 antag 3, PGC1a acetyl inh 6, S100A4 MyoIIA -24, ERAP1 HTS inh -2 and EWS-Fli inh 2.
COc1ccc(CN2C(=O)NC(=O)/C(=C\c3ccc(OC)c(OC)c3OC)C2=O)cc1 was read as PglD inh 0, FN deposition inh 0, PAX8 reporter 1, LGR2 antag -6, PGC1a acetyl inh -17, S100A4 MyoIIA 1, ERAP1 HTS inh 3 and EWS-Fli inh 2.
`COc1cccc(NC(=O)CN2CC(c3ccccc3)CC2=O)c1` (stereo not given) gave PglD inh 0, FN deposition inh -7, PAX8 reporter 4, LGR2 antag -7, PGC1a acetyl inh -6, S100A4 MyoIIA 1, ERAP1 HTS inh 0 and EWS-Fli inh -3.
`O=c1[nH]c(=O)n(CCc2ccccc2)c(O)c1C=NC1CC1` gave PglD inh -1, FN deposition inh 3, PAX8 reporter -18, LGR2 antag -6, PGC1a acetyl inh 0, S100A4 MyoIIA 27 and EWS-Fli inh -1.
Cc1cccc(OCC(=O)N2CCN(Cc3ccc([N+](=O)[O-])cc3)CC2)c1 was read as PglD inh 3, PAX8 reporter 18, LGR2 antag -4, PGC1a acetyl inh 9, S100A4 MyoIIA -3, ERAP1 HTS inh -5 and EWS-Fli inh -3.
For COc1ccc(C(=O)C2CCCN(Cc3ccc(C)s3)C2)cc1OC (stereo not given) the results were FN deposition inh 6, PAX8 reporter 6, LGR2 antag 5, PGC1a acetyl inh -6, S100A4 MyoIIA 2 and EWS-Fli inh -25.
For Oc1ccc(Cl)c(Cl)c1Cl the results were PglD inh 1, LGR2 antag -2, PGC1a acetyl inh 3, S100A4 MyoIIA -26, ERAP1 HTS inh 3 and EWS-Fli inh 1.
Screening S=C1NCCN1 returned PglD inh 1, FN deposition inh 0, PAX8 reporter -4, PGC1a acetyl inh 1, S100A4 MyoIIA -11, ERAP1 HTS inh -1 and EWS-Fli inh 0.
`O=C1CN(C(=O)COC(=O)Cc2ccccc2)c2ccccc2N1` gave PAX8 reporter 16, LGR2 antag 17, S100A4 MyoIIA -31, ERAP1 HTS inh 3 and EWS-Fli inh -2.
For COc1ccc(-c2ccc([C@@H]3[C@@H](CO)N4CCCCN(C(=O)Cc5ccccc5)C[C@H]34)cc2)cc1 the results were PglD inh 0, PAX8 reporter 119*, LGR2 antag 0 and PGC1a acetyl inh -15.
Screening CCCN1CCC[C@@H](c2cccc(O)c2)C1 returned PglD inh 1, FN deposition inh 0, PAX8 reporter -9, LGR2 antag 1, PGC1a acetyl inh 0, S100A4 MyoIIA 0, ERAP1 HTS inh -3 and EWS-Fli inh -6.
CNCC(=O)c1ccc(O)c(O)c1 was read as PglD inh 0, FN deposition inh 5, PAX8 reporter -10, LGR2 antag 1, PGC1a acetyl inh inconclusive, S100A4 MyoIIA -4, ERAP1 HTS inh -1 and EWS-Fli inh -7.
`CCC(=NCc1cc(OC)cc(OC)c1)c1c(O)[nH]c(=O)[nH]c1=O` gave FN deposition inh 8, PAX8 reporter 6, LGR2 antag 1, S100A4 MyoIIA 9 and EWS-Fli inh 10.
Screening CCCCn1nnnc1C(c1cccs1)N1CCC2(CC1)C(=O)NCN2c1ccccc1 (stereo not given) returned PglD inh -7, FN deposition inh -6, PAX8 reporter -14, LGR2 antag -4, PGC1a acetyl inh -4, S100A4 MyoIIA -1 and EWS-Fli inh 3.
`O=c1[nH]c2ccccc2n1C1CCN(Cc2ccc(-c3nc4ccc(F)cc4nc3-c3ccccc3)cc2)CC1` gave PAX8 reporter 45, LGR2 antag 13, S100A4 MyoIIA 14, ERAP1 HTS inh 6 and EWS-Fli inh 11.
c1ccc(Nc2ccc(Nc3ccccc3)cc2)cc1 was read as PglD inh -1, LGR2 antag -38, PGC1a acetyl inh 12, S100A4 MyoIIA 5, ERAP1 HTS inh -6 and EWS-Fli inh -89.
Screening C=CCN1CC[C@]23c4c5ccc(O)c4OC2[C@H](O)CC[C@@]3(O)[C@H]1C5 (stereo not given in full) returned PglD inh -6, LGR2 antag 1, PGC1a acetyl inh -11, S100A4 MyoIIA 0, ERAP1 HTS inh -4 and EWS-Fli inh 1.
For Cc1oc(C(=O)Nc2ccc(O)cc2)cc1COc1ccccc1 the results were PglD inh 4, FN deposition inh 10, PAX8 reporter -10 and PGC1a acetyl inh -11.
Screening O=C1NC(=O)N(c2ccc(Cl)cc2)C(=O)/C1=C\c1ccc(Sc2nc3ccccc3[nH]2)o1 returned FN deposition inh 5, PAX8 reporter 1, S100A4 MyoIIA -67, ERAP1 HTS inh 1 and EWS-Fli inh -3.
Screening COc1ccccc1C1=NCc2nnc(CSC)n2-c2ccc(Cl)cc21 returned FN deposition inh -11, PAX8 reporter -10, LGR2 antag -6, S100A4 MyoIIA -7, ERAP1 HTS inh 1 and EWS-Fli inh 2.
Screening Cc1nn(Cc2ccccc2)c(C)c1C(=O)O returned PglD inh 1, PAX8 reporter 10, LGR2 antag 26, PGC1a acetyl inh -12, S100A4 MyoIIA 7, ERAP1 HTS inh 1 and EWS-Fli inh -11.
`N#CC1=C(N)Oc2c(c(=O)oc3ccccc23)C1c1ccncc1` (stereo not given) gave PglD inh 1, LGR2 antag -8, PGC1a acetyl inh 5, S100A4 MyoIIA 8, ERAP1 HTS inh 0 and EWS-Fli inh -4.
`Cc1ccc(/C=C2\C(=O)NC(=O)N(Cc3ccccc3Cl)C2=O)o1` gave FN deposition inh -29, PAX8 reporter 9, LGR2 antag 8, S100A4 MyoIIA -88, ERAP1 HTS inh 50* and EWS-Fli inh 9.
For O=C(O)[C@H]1[C@H](CO)[C@H]2Cn3c(ccc(-c4ccncc4)c3=O)[C@@H]1N2S(=O)(=O)c1ccccc1F the results were PglD inh 4, FN deposition inh 10, LGR2 antag -12, S100A4 MyoIIA 6, ERAP1 HTS inh -2 and EWS-Fli inh 3.
For O=P(OCCCl)(OCCCl)OCCCl the results were LGR2 antag -12, S100A4 MyoIIA -1, ERAP1 HTS inh 2 and EWS-Fli inh 2.
Screening CC12CC[C@H]3[C@@H](CCC4(O)C[C@H](O)CCC34/C=N/NC(=O)c3ccccc3Cl)C1(O)CCC2C1=CC(=O)OC1 (stereo not given in full) returned FN deposition inh 1, PAX8 reporter -16, LGR2 antag 21, PGC1a acetyl inh -6, S100A4 MyoIIA -9 and EWS-Fli inh 6.
`O=C(Cc1ccccn1)N1CCCCN2[C@@H](CO)[C@@H](c3ccc(-c4ccccc4F)cc3)[C@@H]2C1` gave PglD inh 1, PAX8 reporter 99*, LGR2 antag 16, PGC1a acetyl inh 8, S100A4 MyoIIA 32, ERAP1 HTS inh 0 and EWS-Fli inh 12.
CNC(=O)CSP(=S)(OC)OC was read as PglD inh 2, FN deposition inh 1, PAX8 reporter -22, LGR2 antag 3, PGC1a acetyl inh -2, S100A4 MyoIIA 1, ERAP1 HTS inh 1 and EWS-Fli inh -5.
Screening CCCCCCCCN=Cc1c(O)[nH]c(=O)[nH]c1=O returned PglD inh -2, FN deposition inh -3, PAX8 reporter -4, LGR2 antag 3, PGC1a acetyl inh 4, S100A4 MyoIIA -14 and EWS-Fli inh 11.
`O=C(O)[C@H]1[C@H](CO)[C@H]2Cn3c(ccc(C4=CCCC4)c3=O)[C@@H]1N2C(=O)Cc1ccccn1` gave PglD inh 1, LGR2 antag 11, S100A4 MyoIIA 6, ERAP1 HTS inh 0 and EWS-Fli inh 3.
`C=C1C(=O)OC2CCN3CC=C(COC(=O)C(C)(O)C4(CO4)C1C)C23` (stereo not given) gave PglD inh 3, PGC1a acetyl inh 1, S100A4 MyoIIA 1, ERAP1 HTS inh -3 and EWS-Fli inh 3.

Screens as filed in PubChem.
